EPAC2 agonist – activates human EPAC2 exchange factor; EPAC2 activation, biochemical qHTS; response scale: 100% = 6.5 mM cAMP response; 360,000 tested, 0.079% active; AID 720711; Potency, µM (titrated, usually from 154 µM), for inactives: at the highest dose activation, actives largely listed as activators; also: potency is read from the fitted curve at half-maximal effect; nearly all actives have a fitted effect of over 50% in size
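Setup: EPAC2 100 nM, labeled Rap1B complex 250 nM, free GDP 50 uM. Compound titrations pinned in, brief spin, 5 min room temperature incubation. Kinetic fluorescence read over 30 min, normalized to 6.5 mM cAMP.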
PI5P4K alpha inh – inhibitors of human PI5P4K alpha. max response, %. P48426. PI5P4Kalpha enzyme, ADP-Glo luminescence, 60 min; active compounds read low. 330,000 tested, 1.2% active; active = max response of -50% or lower; also: value at the top dose of about 77 µM; % is scaled to controls: 0 for no effect and ±100 for the full control effect
Target sequence (P48426 whole entry, looked up): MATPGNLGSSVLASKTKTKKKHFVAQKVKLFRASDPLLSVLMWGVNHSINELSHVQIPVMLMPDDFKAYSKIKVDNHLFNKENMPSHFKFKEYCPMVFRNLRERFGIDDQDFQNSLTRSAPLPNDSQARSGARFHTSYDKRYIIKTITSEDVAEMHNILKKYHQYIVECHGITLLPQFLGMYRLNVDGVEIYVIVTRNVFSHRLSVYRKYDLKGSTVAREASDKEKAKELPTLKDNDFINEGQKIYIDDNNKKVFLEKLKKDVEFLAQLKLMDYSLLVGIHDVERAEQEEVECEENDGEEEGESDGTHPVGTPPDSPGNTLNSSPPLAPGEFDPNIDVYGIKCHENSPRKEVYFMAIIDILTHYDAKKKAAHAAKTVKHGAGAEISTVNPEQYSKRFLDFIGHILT
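Controls without substrate or without enzyme flank wells where PI5P4Kalpha converts substrate using 5 microM ATP (final). Incubation lasts 60 minutes at room temperature; ADP formed is read by ADP-Glo luminescence.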
WRN inhibitor – inhibitors of human WRN helicase; Q14191; Potency, µM (series often up to 114 µM), without a hit: top-dose activity change, negative = inhibition, usual class: inhibitors; WRN helicase unwinding, fluorescent forked duplex, kinetic; AID 651768; 360,000 tested, 0.46% active; also: potency is read from the fitted curve at half-maximal effect; % is scaled to controls: 0 for no effect and ±100 for the full control effect; nearly all actives have a fitted effect of over 55% in size
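Kinetic fluorescence helicase assay: unwinding of a quenched forked DNA duplex (100 nM final) with 2 mM ATP final raises red fluorescence (525/598 nm). Compounds sat 15 min at room temperature with 20 nM WRN beforehand.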
PLK1 PBD inh – blocks phosphopeptide binding to human PLK1 polo-box domain | Plk1 PBD binding of FITC phosphopeptide, fluorescence polarization | Potency, µM, for the others: max response, negative = inhibition, hits mostly inhibitors | 360,000 tested, 2.8% active; also: potency is read from the fitted curve at half-maximal effect; series mostly up to about 57 µM; % is scaled to controls: 0 for no effect and ±100 for the full control effect; nearly all actives have a fitted effect of over 65% in size
Target sequence (P53350 whole entry, looked up, the tested form may be a part): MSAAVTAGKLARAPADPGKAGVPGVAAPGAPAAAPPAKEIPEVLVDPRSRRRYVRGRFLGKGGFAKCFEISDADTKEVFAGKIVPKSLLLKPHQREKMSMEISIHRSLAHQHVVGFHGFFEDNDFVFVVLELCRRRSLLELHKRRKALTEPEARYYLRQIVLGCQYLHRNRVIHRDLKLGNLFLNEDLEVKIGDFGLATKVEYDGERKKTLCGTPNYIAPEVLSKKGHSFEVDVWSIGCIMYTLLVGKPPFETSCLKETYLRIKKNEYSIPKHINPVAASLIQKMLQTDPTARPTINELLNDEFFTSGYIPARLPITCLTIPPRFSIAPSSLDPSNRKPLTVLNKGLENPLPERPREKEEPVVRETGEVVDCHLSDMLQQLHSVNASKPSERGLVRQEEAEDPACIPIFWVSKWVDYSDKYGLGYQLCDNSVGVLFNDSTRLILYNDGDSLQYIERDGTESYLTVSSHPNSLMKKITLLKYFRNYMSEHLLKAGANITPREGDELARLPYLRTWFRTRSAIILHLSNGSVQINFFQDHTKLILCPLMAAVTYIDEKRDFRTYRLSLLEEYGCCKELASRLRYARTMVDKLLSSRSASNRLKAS
IL-2 act – IL-2 activation | IL-2 activation reporter assay, cell-based qHTS; stimulated with anti-CD3/CD4/CD28 beads; in transgenic mouse T cells | activation, % (series mostly up to about 46 µM) | 360,000 tested, 0.065% active | AID 652025; in the data active = activation above about 50%; also: 0% is about no effect
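Quantitative HTS in unstimulated transgenic mouse T cells, with memory T cells as non-tolerant control and PMA/ionomycin as tolerance-bypass control. Compound pretreatment lasted 60 minutes before 18 h bead stimulation; EGFP/DsRed fluorescence read.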
EPAC1 antagonist – EPAC1 (human) antagonism; EPAC1 GEF assay, Rap1b-BODIPY-GDP exchange fluorescence; Potency, µM (doses to about 115 µM), inactives show top-dose activity change, negative = inhibition, most hits filed as inhibitors; O95398; 360,000 tested, 0.14% active;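 also: potency is read from the fitted curve at half-maximal effect; plate controls were vehicle for no effect and positive control for full effect; nearly all actives have a fitted effect of over 50% in size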
CCT modulator – changes cytosolic chaperonin activity | AID 651819 | 360,000 tested, 0.3% active | purified chaperonin ATPase assay, HTRF ADP detection, 30 min | activity change, % (test concentration not listed), hits read low; in the data active = activity change below about -30%; also: % is scaled to controls: 0 for no effect and ±100 for the full control effect
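First, chaperonin was dispensed at 40 nM or 20 nM final depending on batch activity. Next, compounds were pinned at 76 uM and ATP added at 10 uM. After 30 min at 37 °C, ADP detection reagents ran 30 min at ambient temperature.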
EPAC1 ag – agonists of human EPAC1; 360,000 tested, 0.073% active; Potency, µM (series often up to 154 µM), for the others: at the top dose activation, actives largely listed as activators; O95398; EPAC1 agonist qHTS, biochemical assay; response scale: 100% = response to 6.5 mM cAMP; AID 720707; also: potency is read from the fitted curve at half-maximal effect; nearly all actives have a fitted effect of over 60% in size
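Fluorescent GDP-exchange assay: 100 nM EPAC1 with 250 nM Rap1B preloaded with BODIPY-GDP and 50 uM GDP; compounds tested as concentration series, 5 min at room temperature, then read every 5 min for 30 min (ex 480/em 540 nm); normalized to 6.5 mM cAMP.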
The depositor's hits bear a star; / = no result given; [ ] = remark or other dose. Unless noted, calls follow the shape of the dose curve; as a rule, active = well fitted curve in the direction sought with a large enough effect; inconclusive = small, poorly fitted or top-dose-only effect, or another doubt; inactive = no such curve, though single readings can be large; an effect the other way counts as inactive or inconclusive. This is a subset; rates above refer to the full screens.

| no. | canonical_smiles | EPAC2 agonist | PI5P4K alpha inh | WRN inhibitor | PLK1 PBD inh | IL-2 act | EPAC1 antagonist | CCT modulator | EPAC1 ag |
| --- | --- | --- | --- | --- | --- | --- | --- | --- | --- |
| 1 | CN1CCN(C(=O)C2Cc3c(-c4cccc(F)c4)ccnc3O2)CC1 (stereo unspecified) | 2.3% | 4.2 | 9.6% | -2.2% | -0.2 | 1.3% | 2.5 | 0.4% |
| 2 | OC1(c2ccc(Br)cc2)CN(c2ccccc2)C2=[N+]1CCS2 (stereo unspecified) | 27.9% | -5.7 | -15.5% | -16.4% | -4.6 | 2.3% | -5.0 | 7.0% |
| 3 | CC12CN(Cc3ccccc3)CC(C)(CN(Cc3ccccc3)C1)C2=O | 4.1% | 3.4 | 5.3% | 6.0% | -0.7 | 8.4% | -0.3 | -3.9% |
| 4 | COc1cccc(Nc2nnc(SCN3C(=O)c4ccccc4C3=O)s2)c1 | -2.9% | -6.4 | 17.4% | -7.4% | 0.1 | 5.4% | 2.4 | -2.1% |
| 5 | COc1cccc(CN2C(=O)CCC2(C)C(=O)NCCc2ccc(OC)c(OC)c2)c1 (stereo unspecified) | 6.1% | -4.5 | 5.8% | -14.0% | 1.4 | 0.2% | 0.9 | -2.2% |
| 6 | Cc1cc(C)c2c(CN3CCOCC3)cc(=O)oc2c1C | 4.5% | -2.5 | -0.1% | -0.6% | -1.3 | -1.9% | -1.2 | 2.3% |
| 7 | Cc1ccc(-n2ncc3c(=O)n(CC(N)=O)cnc32)cc1 | -2.4% | 0.4 | 2.1% | 2.1% | 0.0 | 6.8% | -1.3 | 9.2% |
| 8 | CCOc1ccc(NC(=O)C/C(N)=N/O)cc1 | 7.9% | / | -10.2% | -10.6% | 0.5 | -14.4% | -2.4 | 3.0% |
| 9 | O=C(COC(=O)/C=C/c1ccc(OC(F)F)cc1)NCc1cccs1 | 0.8% | -1.3 | 4.5% | -1.2% | -1.2 | -14.5% | 0.1 | -6.0% |
| 10 | CCSc1nc(-c2ccccc2)c(C#N)c(=O)[nH]1 | 2.8% | / | -6.6%[57.1 µM] | -4.6% | -2.5 | 3.2% | -0.7 | 2.0% |
| 11 | CCCCn1nnnc1SCC(=O)NCc1ccccc1 | 4.0% | -1.4 | 2.6% | -10.0% | 0.1 | -3.0% | -2.4 | 5.6% |
| 12 | O=C(NCc1ccccn1)c1cc(-c2ccccc2Cl)nc2ccccc12 | -1.0% | 0.1 | -4.4% | -3.1% | 2.6 | -9.6% | 0.5 | -3.5% |
| 13 | N=C1C(c2ccccc2)=C(O)CN1c1cccc(S(=O)(=O)Nc2cccc(C(F)(F)F)c2)c1 | 2.0% | -0.9 | -7.3% | -10.3% | -1.5 | -7.7% | 1.7 | -0.3% |
| 14 | O=C(CNCc1ccc(Cl)cc1)Nc1cc(S(=O)(=O)N2CCCC2)ccc1Cl | 16.7% | -2.1 | -29.6% | 9.6% | -0.4 | 0.1% | -1.4 | 15.9% |
| 15 | Cn1c(C(=O)NCCN2CCc3ccccc3C2)cc2c(=O)[nH]c3ccccc3c21 | -3.2% | 6.8 | 5.0% | -2.8% | 2.6 | -10.8% | 0.6 | 0.0% |
| 16 | Cc1cc(=O)oc2cc(OCC(=O)Nc3nnc(C(C)C)s3)ccc12 | 3.1% | -8.4 | -15.0% | -14.0% | 59.6* | 2.0% | 0.5 | -0.8% |
| 17 | COC(=O)c1c(-c2ccc(F)cc2)noc1N | 1.0% | / | 0.9% | -4.4% | -2.5 | -1.3% | -2.0 | -3.0% |
| 18 | CCCCn1nnnc1C1(C)CCC(=O)N1CCc1c[nH]c2ccccc12 (stereo unspecified) | 3.1% | -4.2 | -4.6% | 0.6% | -0.4 | -8.5% | -2.5 | -18.1% |
| 19 | COc1ccc(NC(=O)N2CCCCCC2)cc1OC | 0.4% | -1.6 | 5.5% | 0.5% | -2.1 | -17.3% | -1.3 | 4.2% |
| 20 | Clc1ccc(-c2nnc(-c3ccccc3)nc2-c2c[nH]c3ccccc23)cc1 | -0.4% | -3.6 | 3.1% | -25.6% | 0.0 | 13.3% | -2.0 | 4.9% |
| 21 | CC(=O)Nc1ccc(S(=O)(=O)Nc2ccc(Cl)cn2)cc1 | 5.3% | 1.9 | 9.3% | 6.7% | -1.2 | -24.6% | -2.2 | -1.0% |
| 22 | COc1ccc(NC(=O)Nc2cccc(F)c2)c(OC)c1 | 8.6% | 6.6 | -11.2% | -10.1% | -3.5 | 1.8% | 3.0 | -8.7% |
| 23 | Cc1ccc2c(c1)OC(c1ccc3c(c1)OCCO3)CC2=O (stereo unspecified) | 6.6% | 13.8 | -3.1% | -3.9% | 2.3 | 0.3% | -1.7 | -9.3% |
| 24 | COc1cc(/C=N/NC(=O)C(N)=O)cc(OC)c1O | 10.3% | -7.9 | 0.7% | -22.4% | 2.9 | -7.4% | -3.6 | 7.3% |
| 25 | COc1cccc(NC(=O)[C@H](NC(=O)[C@@H]2Cc3ccccc3CN2)c2ccccc2)c1 | 6.0% | -3.5 | -5.3% | 1.4% | 1.9 | -20.6% | -0.1 | 5.5% |
| 26 | CC(C)OC(=O)CC1C(=O)NCCN1C(=S)NC(=O)c1ccc(F)cc1 (stereo unspecified) | -6.5% | -0.3 | -9.0% | -7.9% | -3.6 | 10.2% | 1.4 | -14.3% |
| 27 | Cc1ccc(C)c(S(=O)(=O)N2CCC3(CC2)OCCN3S(=O)(=O)c2cccs2)c1 | 8.4% | 3.5 | 4.8% | -2.5% | -3.7 | -11.5% | -0.6 | 6.2% |
| 28 | COC(=O)c1[nH]c2cc(OC)c(OC)cc2c1NC(=O)Oc1ccccc1 | 1.1% | -1.2 | -19.7% | -20.1% | -5.9 | -3.5% | -0.9 | -4.3% |
| 29 | CCCCOc1ccc(Nc2cc(Cl)ccc2C(=O)O)cn1 | -1.7% | 0.5 | -8.9% | 23.8µM* | -0.8 | -2.5% | -3.4 | -0.2% |
| 30 | O=C(COc1ccccc1[N+](=O)[O-])Nc1ccc(CN2CCOCC2)cc1 | -7.9% | -0.3 | 0.8% | -1.7% | -1.1 | -0.6% | -4.2 | -3.7% |

Record cards, as listed above.
Profile of COC(=O)c1[nH]c2cc(OC)c(OC)cc2c1NC(=O)Oc1ccccc1 → EPAC2 agonist: 1.1%; PI5P4K alpha inh: -1.2; WRN inhibitor: -19.7%; PLK1 PBD inh: -20.1%; IL-2 act: -5.9; EPAC1 antagonist: -3.5%; CCT modulator: -0.9; EPAC1 ag: -4.3%
Profile of CC(=O)Nc1ccc(S(=O)(=O)Nc2ccc(Cl)cn2)cc1 → EPAC2 agonist: 5.3%; PI5P4K alpha inh: 1.9; WRN inhibitor: 9.3%; PLK1 PBD inh: 6.7%; IL-2 act: -1.2; EPAC1 antagonist: -24.6%; CCT modulator: -2.2; EPAC1 ag: -1.0%

13 of these compounds, set out differently:
Sequence of screens: EPAC2 agonist, PI5P4K alpha inh, WRN inhibitor, PLK1 PBD inh, IL-2 act, EPAC1 antagonist, CCT modulator, EPAC1 ag
[4] COc1cccc(Nc2nnc(SCN3C(=O)c4ccccc4C3=O)s2)c1
  -2.9%, -6.4, 17.4%, -7.4%, 0.1, 5.4%, 2.4, -2.1%
[5] COc1cccc(CN2C(=O)CCC2(C)C(=O)NCCc2ccc(OC)c(OC)c2)c1 (stereo unspecified)
  6.1%, -4.5, 5.8%, -14.0%, 1.4, 0.2%, 0.9, -2.2%
[6] Cc1cc(C)c2c(CN3CCOCC3)cc(=O)oc2c1C
  4.5%, -2.5, -0.1%, -0.6%, -1.3, -1.9%, -1.2, 2.3%
[7] Cc1ccc(-n2ncc3c(=O)n(CC(N)=O)cnc32)cc1
  -2.4%, 0.4, 2.1%, 2.1%, 0.0, 6.8%, -1.3, 9.2%
[8] CCOc1ccc(NC(=O)C/C(N)=N/O)cc1
  7.9%, /, -10.2%, -10.6%, 0.5, -14.4%, -2.4, 3.0%
[9] O=C(COC(=O)/C=C/c1ccc(OC(F)F)cc1)NCc1cccs1
  0.8%, -1.3, 4.5%, -1.2%, -1.2, -14.5%, 0.1, -6.0%
[10] CCSc1nc(-c2ccccc2)c(C#N)c(=O)[nH]1
  2.8%, /, -6.6%[57.1 µM], -4.6%, -2.5, 3.2%, -0.7, 2.0%
[11] CCCCn1nnnc1SCC(=O)NCc1ccccc1
  4.0%, -1.4, 2.6%, -10.0%, 0.1, -3.0%, -2.4, 5.6%
[12] O=C(NCc1ccccn1)c1cc(-c2ccccc2Cl)nc2ccccc12
  -1.0%, 0.1, -4.4%, -3.1%, 2.6, -9.6%, 0.5, -3.5%
[13] N=C1C(c2ccccc2)=C(O)CN1c1cccc(S(=O)(=O)Nc2cccc(C(F)(F)F)c2)c1
  2.0%, -0.9, -7.3%, -10.3%, -1.5, -7.7%, 1.7, -0.3%
[14] O=C(CNCc1ccc(Cl)cc1)Nc1cc(S(=O)(=O)N2CCCC2)ccc1Cl
  16.7%, -2.1, -29.6%, 9.6%, -0.4, 0.1%, -1.4, 15.9%
[15] Cn1c(C(=O)NCCN2CCc3ccccc3C2)cc2c(=O)[nH]c3ccccc3c21
  -3.2%, 6.8, 5.0%, -2.8%, 2.6, -10.8%, 0.6, 0.0%
[16] Cc1cc(=O)oc2cc(OCC(=O)Nc3nnc(C(C)C)s3)ccc12
  3.1%, -8.4, -15.0%, -14.0%, 59.6*, 2.0%, 0.5, -0.8%
